Compound activity (PubChem)
BLM inh – inhibitors of human Bloom syndrome helicase BLM. P54132. recombinant BLM DNA unwinding, fluorescence dequenching. Potency, µM (highest dose often 56.1 µM), without a hit: at the top dose activity change, negative = inhibition, actives largely listed as inhibitors. 0.2% of 350,000 active;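 also: potency is read from the fitted curve at half-maximal effect; plate controls were vehicle for no effect and no enzyme for full effect; nearly all actives have a fitted effect of over 35% in size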
Pol iota inh – blocks human DNA polymerase iota activity; Pol iota fluorescent replication assay, 10 min; 1% of 390,000 active; Potency, µM (series often up to 115 µM), inactives show at the highest dose activity, negative = inhibition, most hits filed as inhibitors; also: potency is read from the fitted curve at half-maximal effect
Target sequence (Q9UNA4 whole entry, looked up): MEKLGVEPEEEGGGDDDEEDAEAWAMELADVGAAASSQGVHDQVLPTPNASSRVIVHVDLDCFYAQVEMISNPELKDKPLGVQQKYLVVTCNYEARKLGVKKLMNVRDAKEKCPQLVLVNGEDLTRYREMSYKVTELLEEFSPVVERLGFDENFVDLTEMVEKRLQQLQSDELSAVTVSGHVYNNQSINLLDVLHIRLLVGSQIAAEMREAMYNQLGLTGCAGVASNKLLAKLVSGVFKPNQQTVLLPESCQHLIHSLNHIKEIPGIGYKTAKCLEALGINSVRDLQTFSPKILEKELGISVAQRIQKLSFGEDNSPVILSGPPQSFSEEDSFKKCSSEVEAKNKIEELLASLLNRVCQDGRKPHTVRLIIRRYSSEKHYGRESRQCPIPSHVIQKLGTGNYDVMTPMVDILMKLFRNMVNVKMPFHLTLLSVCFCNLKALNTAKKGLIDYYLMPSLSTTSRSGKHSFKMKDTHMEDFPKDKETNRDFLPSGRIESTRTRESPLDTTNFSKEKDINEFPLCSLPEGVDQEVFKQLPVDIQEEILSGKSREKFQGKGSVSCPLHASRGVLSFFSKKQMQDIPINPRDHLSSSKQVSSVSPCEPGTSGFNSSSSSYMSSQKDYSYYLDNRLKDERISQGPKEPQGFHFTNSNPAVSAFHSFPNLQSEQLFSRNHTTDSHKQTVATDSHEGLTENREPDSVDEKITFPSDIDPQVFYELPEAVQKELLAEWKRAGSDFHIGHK
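Fluorescent replication assay read twice, at 0 min and 10 min after adding 50 nM (final) substrate. Enzyme (10 nM) and compounds were first incubated 15 min at room temperature; enzyme-free buffer wells were negative controls.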
PGK inhibitor – T. brucei PGK inhibition; P07378; PGK/GAPDH coupled, Kinase-Glo luminescence, 60 min; Potency, µM (highest dose often 57.5 µM), without a hit: at the highest dose activity change, negative = inhibition, usual class: inhibitors; 0.043% of 380,000 active; AID 602233; also: potency is read from the fitted curve at half-maximal effect; % is scaled to controls: 0 for no effect and ±100 for the full control effect; nearly all actives have a fitted effect of over 60% in size
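Recombinant glycosomal PGK reaction used 1,3-bisphosphoglycerate generated in-well by GAPDH (100nM final) in 100mM TEA pH 7.6, 5mM MgCl2, 0.01% Tween-20. After 60 minutes at room temperature, ATP was read by Kinase-Glo Plus luminescence end-point.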
POLK inh – blocks human DNA polymerase kappa activity | purified Pol kappa, fluorescent DNA synthesis assay, 10 min | Potency, µM (highest dose often 107 µM), for inactives: at the highest dose activity, negative = inhibition, hits mostly inhibitors | 0.53% of 400,000 active; also: potency is read from the fitted curve at half-maximal effect; % is scaled to controls: 0 for no effect and ±100 for the full control effect
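First, compounds were pin-transferred onto 10 nM Pol kappa. After 15 min at room temperature, substrate was added to 50 nM final. Fluorescence was then measured kinetically at 0 and 10 min.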
POLB inh – DNA polymerase beta (human) inhibition | P06746 | Pol beta primer extension/strand displacement, fluorescence kinetic | Potency, µM (top dose mostly 114 µM), inactives show top-dose activity change, negative = inhibition, most hits filed as inhibitors | 1.3% of 340,000 active; also: potency is read from the fitted curve at half-maximal effect; % is scaled to controls: 0 for no effect and ±100 for the full control effect
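Kinetic readout of DNA synthesis with strand displacement by Pol beta. Compound and 10 nM enzyme sit 15 min at room temperature; 50 nM substrate starts the reaction, read immediately and at 10 min.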
POLH inh – DNA polymerase eta (human) inhibition; Q9Y253; recombinant Pol eta, fluorescent DNA replication assay; Potency, µM (doses to about 114 µM), without a hit: at the highest dose activity change, negative = inhibition, actives largely listed as inhibitors; 1.2% of 390,000 active; AID 588591; also: potency is read from the fitted curve at half-maximal effect; % is scaled to controls: 0 for no effect and ±100 for the full control effect
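Pol eta at 10 nM preincubated with compounds 15 min at room temperature; reaction started with fluorescent substrate (50 nM final) and read kinetically at 0 and 10 min.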
Anesthetic bind – candidate novel general anesthetic via apoferritin binding; Potency, µM (top dose mostly 77.5 µM), without a hit: top-dose activity change, negative = displacement, hits mostly inhibitors; 0.074% of 350,000 active; apoferritin/1-aminoanthracene competitive binding, fluorescence; also: potency is read from the fitted curve at half-maximal effect; % is scaled to controls: 0 for no effect and ±100 for the full control effect; nearly all actives have a fitted effect of over 20% in size
Target sequence (P02791 2-175 limits assumed): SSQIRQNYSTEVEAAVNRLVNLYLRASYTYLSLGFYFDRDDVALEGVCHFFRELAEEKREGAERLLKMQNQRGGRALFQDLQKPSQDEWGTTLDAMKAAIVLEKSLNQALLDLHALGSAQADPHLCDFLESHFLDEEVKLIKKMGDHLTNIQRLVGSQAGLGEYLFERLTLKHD
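Apoferritin-based anesthetic binding model; compound displacement of fluorescent 1-AMA measured as endpoint fluorescence after 10 minutes at room temperature, scaled to free-ligand and complex controls.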
APEX1 inh – APE1 (human) endonuclease inhibition; P27695; recombinant APE1, TAMRA/BHQ-2 abasic DNA cleavage fluorescence; Potency, µM (highest dose often 65.8 µM), without a hit: top-dose activity change, negative = inhibition, hits mostly inhibitors; 0.35% of 350,000 active;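 also: potency is read from the fitted curve at half-maximal effect; plate controls were vehicle for no effect and reference inhibitor for full effect; nearly all actives have a fitted effect of over 55% in size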
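Substrate: short duplex with […] THF abasic site, 5'-TAMRA and 3'-BHQ-2, 50 nM final. APE1 at 0.75 nM, preincubated 15 min RT with compound. Fluorescence increase from first to third read measured activity.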
RXFP1 antagonist – antagonists of human relaxin receptor RXFP1; HEK293-RXFP1, relaxin-stimulated cAMP HTRF, 30 min; stronger effect = lower value; 0.59% of 350,000 active; AID 1259400; activity change, negative = inhibition, % at 57.5 µM;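 active = activity change of -60% or lower, but not beyond a set lower limit; inconclusive = change between -60% and -40%, or beyond the set limit; inactive = change above -40%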; also: % is scaled to controls: 0 for no effect and ±100 for the full control effect
* = called active by the depositor; i = inactive; u = inconclusive; x = not tested or not shown; & = joins results of further samples; [ ] = another dose, or the depositor's remark. Unless noted, calls follow the shape of the dose curve; as a rule, active = well fitted curve in the direction sought with a large enough effect; inconclusive = small, poorly fitted or top-dose-only effect, or another doubt; inactive = no such curve, though single readings can be large; an effect the other way counts as inactive or inconclusive.

no.	BLM inh	Pol iota inh	PGK inhibitor	POLK inh	POLB inh	POLH inh	Anesthetic bind	APEX1 inh	RXFP1 antagonist	SMILES
1	-0.4%	-26.9%	-0.2%	4.3%	-8.7%	-16.7%	-6.3%	29.3%	-5.1	Cc1cccc(C)c1NC(=O)c1cc(S(=O)(=O)N2CCOCC2)cn1C
2	-3.8%	9.8%	-4.4%	-6.6%	31.6%	3.4%	2.2%	x	-10.0	CCC(=O)N1CCc2cc(Br)cc(S(=O)(=O)CCC(=O)Nc3ccc(CC)cc3)c21
3	0.8%	u	-7.8%	-7.2%	0.0%	-5.4%	-0.9%	u	x	CCOC(=O)N1CCN(C(=O)c2cnn3ccccc23)CC1
4	-7.7%	3.8%	-6.3%	0.2%	9.4%	-8.0%	78.5%[activator]	-8.8%	-23.0	O=C(CSc1ccc(Cl)cc1Cl)N1CCC(c2nc3ccccc3s2)CC1
5	3.6%	2.0%	0.8%	-15.1%	10.3%	2.6%	-2.1%	4.4%	5.8	CC(=O)c1cnc2c(-c3ccc(Cl)cc3)cnn2c1C
6	-0.9%	23.8%	i	-10.6%[60.1 µM]	1.4%	-3.3%	-9.6%	x	-17.0	Cc1ccc(N2CC(NC(=O)c3ccc(S(=O)(=O)N4CCOCC4)cc3)CC2=O)cc1 (stereo not given)
7	x	46.1%[activator]	-4.8%	-13.5%	x	-12.6%	x	x	x	Cc1cn(CC(=O)NCC(c2ccccc2)c2ccccc2)c(=O)[nH]c1=O
8	-0.1%	-10.7%[58.9 µM]	-7.0%	-10.3%	-19.2%	11.9%	2.1%	0.4%	0.9	FC(F)(F)c1cccc(OCCOCCn2cncn2)c1
9	-1.6%	10.2%	i	5.1%	38.4%	-9.0%	-1.9%	-4.5%	-1.7	Cn1c(=O)cc(OCC(=O)N2CCC(N3CCCCC3)CC2)c2ccccc21
10	1.0%	12.7%	-8.0%	-34.0%	20.8%	-19.1%	-4.4%	-7.3%	x	COc1ccccc1-c1cc2nc(C)c(CCC(=O)NCc3ccco3)c(C)n2n1
11	x	37.0%[activator]	-0.2%	10.1%	x	-4.7%	x	-5.8%	-2.8	O=C(c1ccc(=O)[nH]n1)N1CCN(S(=O)(=O)c2ccc(C(F)(F)F)cc2)CC1
12	-1.6%	11.9%	-8.1%	8.8%	15.6%	-11.2%	-1.4%	-5.9%	-12.9	CCN(CC)S(=O)(=O)c1ccc(N2CC(C(=O)NCc3cccnc3)CC2=O)cc1 (stereo not given)
13	1.0%	57.5%[activator]	-9.7%	-8.5%	21.1%	-17.2%	-3.7%	10.4%	-7.8	CCN(Cc1ccccc1)C(=O)CSc1n[nH]c(N)n1
14	-11.7%	-11.2%	i	-10.8%	35.7%	-7.2%	-3.2%	18.7%	-12.9	O=C(CSc1nnnn1CCCO)Nc1ccc2c(c1)OCO2
15	0.8%	16.7%	1.2%	-12.8%	3.9%	-14.4%	52.3%[activator]	0.4%	-1.3	O=c1cc(-c2ccccc2)c2cc(Cl)c(O)c(CN3CCOCC3)c2o1
16	-1.3%	22.9%	x	-6.8%	-0.1%	-0.4%	0.9%	-0.8%	10.9	O=S1(=O)N=C(N2CCN(Cc3ccc4c(c3)OCO4)CC2)c2ccccc21
17	x	15.6%	-3.4%	0.3%	x	-5.1%	x	1.7%	-15.2	Cc1ccc(S(=O)(=O)Nc2ccc(F)cc2)cc1C(=O)N1CCOCC1
18	-2.8%	0.2%	-11.2%	4.8%	-14.5%	11.5%	-10.6%	-2.6%	-9.9	CC(C)(C)NC(=S)NC(=O)C12CCC3CC(CC(C3)C1)C2
19	-3.7%	8.6%	-10.4%	-3.0%[60.1 µM]	2.1%	-12.2%	35.0%[activator]	x	x	CCOc1ccccc1CNC(=O)CN1C(=O)CCc2cc(S(=O)(=O)N3CCCCC3)ccc21
20	-0.1%	17.1%	-8.2%	-5.1%	32.5%	-9.4%	-18.4%	0.6%	-11.4	COC(=O)C1=C(C)C(c2ccc(OC)cc2)NC(=S)N1 (stereo not given)
21	x	6.7%	-5.7%	7.8%	x	-15.3%	x	40.8%	12.8	O=C(NCC(=O)N1CCN(S(=O)(=O)c2ccccc2F)CC1)c1ccc2c(c1)OCO2
22	-13.7%	102.8%[activator]	-2.2%	1.9%	-10.1%	-15.8%	-4.4%	0.7%	-12.5	NC(=O)c1ccsc1NC(=O)CCS(=O)(=O)c1ccccc1
23	-5.6%	u	-12.6%	-3.0%	-0.3%	-11.2%	u	8.2%	3.1	CCOC(=O)c1c(C)[nH]c(O)c1C=Nc1ccc(C(F)(F)F)cc1
24	-6.4%&-11.3%	-20.5%&8.9%	-6.4%&2.3%	-3.4%	u	-16.8%&-8.2%	-12.9%&-11.1%	23.3%	-20.8&-1.6	CCOC(=O)C1CCCN(C(=O)C2CCN(S(=O)(=O)c3c(C)noc3/C=C/c3ccccc3F)CC2)C1 (stereo not given)
25	x	1.3%	-8.4%	-0.3%	x	u	x	11.4%	-9.3	Nc1cc(S(=O)(=O)N2CCCCC2)ccc1N1CCCCC1

Part of the list above, tab-delimited.
nr	SMILES	BLM inh	Pol iota inh	PGK inhibitor	POLK inh	POLB inh	POLH inh	Anesthetic bind	APEX1 inh	RXFP1 antagonist
19	CCOc1ccccc1CNC(=O)CN1C(=O)CCc2cc(S(=O)(=O)N3CCCCC3)ccc21	-3.7%	8.6%	-10.4%	-3.0%[60.1 µM]	2.1%	-12.2%	35.0%[activator]	x	x
20	COC(=O)C1=C(C)C(c2ccc(OC)cc2)NC(=S)N1 (stereo not given)	-0.1%	17.1%	-8.2%	-5.1%	32.5%	-9.4%	-18.4%	0.6%	-11.4

(cont.)
no.	BLM inh	Pol iota inh	PGK inhibitor	POLK inh	POLB inh	POLH inh	Anesthetic bind	APEX1 inh	RXFP1 antagonist	SMILES
26	-2.5%	x	x	x	25.4%	x	-9.1%	3.9%	x	CC1CCN(S(=O)(=O)c2ccc(S(=O)(=O)N3CCN4CCCC4C3)cc2)CC1 (stereo not given)
27	x	27.7%	-1.3%	0.4%	x	-19.7%	x	5.7%	0.4	Cc1ccc(N(CCC#N)C(=O)COC(=O)c2cc(C)oc2C)cc1
28	3.6%	6.6%	-0.5%	0.0%	26.3%	1.5%	-5.7%	1.5%	7.5	Cc1ccc(-c2nc(CN(C)C)cc(CN(C)C)c2O)cc1
29	-0.6%	-1.5%	-4.3%	2.8%	0.2%	-11.2%	-0.3%	17.6%	1.9	COc1ccc(OC)c(NC(=O)NNC(=O)c2cc3occc3[nH]2)c1
30	-1.7%	94.0%[activator]	-3.1%	-18.6%	-11.3%	2.7%	-13.9%	-13.7%	7.9	CC(=O)c1ccccc1C(=O)N(C)C1CCCN(Cc2ccccc2F)C1 (stereo not given)
31	0.0%	-12.4%	-7.7%	6.4%	7.4%	-23.9%	29.2%	-5.1%	-15.8	CCOC(=O)C1=C(C)NC(=O)NC1c1cc2c(cc1Br)OCO2 (stereo not given)
32	3.1%	u	-0.7%	-7.0%[60.1 µM]	-0.3%	-0.2%	-0.6%	x	x	CCCCCCNc1nc2c(c(=O)n(C)c(=O)n2C)n1Cc1cccc(C)c1
33	x	u	-3.3%	-10.5%	x	-10.7%	x	-21.5%	-3.2	CN(C(=O)c1ccccc1C(=O)OCC(=O)Nc1cccc(Br)c1)c1ccccc1
34	-6.0%	10.4%	i	-4.0%	7.2%	-21.1%	-18.8%	3.4%	-8.3	COc1cccc(C2=NOC(C(=O)Nc3ccc4c(c3)OCO4)C2)c1 (stereo not given)
35	-9.4%	119.5%[activator]	-2.7%	5.3%	26.0%	10.9%	-1.8%	u	-5.3	CC(=O)NC1=NN(C(C)=O)C(c2ccc(C)cc2)S1 (stereo not given)
36	-0.1%	34.1%[activator]	-7.4%	11.3%	1.3%	-12.3%	23.1%	68.8%[activator]	-3.2	COc1ccc(CCNS(=O)(=O)c2c(C)[nH]c(C)c2C(=O)N2CCCCC2)cc1OC
37	x	24.6%	-5.8%	-11.8%	x	-18.8%	x	x	-0.5	Cc1ccccc1NP1(=O)OCCCN1Cc1ccccc1Cl (stereo not given)
38	-5.4%	31.7%[activator]	-4.7%	-12.7%	9.5%	-6.6%	-12.0%	15.2%	-2.0	O=C1OCCC1Sc1nnnn1-c1ccccc1 (stereo not given)
39	1.4%	61.7%[activator]	-7.3%	1.1%	6.1%	-13.6%	-2.4%	u	-15.3	Fc1ccc(NC(=S)Nc2ccccc2Cl)cc1
40	-2.4%	-19.3%	5.4%	-6.1%	-22.9%	-10.7%	47.9%[activator]	x	x	COc1cccc(N2CCN(C(=O)c3c(C)oc4ncnc(N5CCCCC5)c34)CC2)c1
41	x	45.4%[activator]	8.6%	-2.4%	x	-0.5%	x	x	-10.0	O=C1c2cccc3cc([N+](=O)[O-])cc(c23)C(=O)N1c1nncs1
42	-1.4%	17.5%	0.0%	-14.8%	3.0%	-6.2%	4.6%	0.1%	-30.2	O=C1C2C(c3ccccc3)C=CC(c3ccccc3)C2C(=O)N1CCO (stereo not given)
43	-2.4%	u	x	-8.8%	0.9%	5.5%	-22.6%	-1.5%	14.9	Cc1ccc(C(=O)N/N=C/c2nc3ccccc3n2C)cc1

Looked up one by one from the list above (four):
no.	BLM inh	Pol iota inh	PGK inhibitor	POLK inh	POLB inh	POLH inh	Anesthetic bind	APEX1 inh	RXFP1 antagonist	SMILES
38	-5.4%	31.7%[activator]	-4.7%	-12.7%	9.5%	-6.6%	-12.0%	15.2%	-2.0	O=C1OCCC1Sc1nnnn1-c1ccccc1 (stereo not given)
40	-2.4%	-19.3%	5.4%	-6.1%	-22.9%	-10.7%	47.9%[activator]	x	x	COc1cccc(N2CCN(C(=O)c3c(C)oc4ncnc(N5CCCCC5)c34)CC2)c1
43	-2.4%	u	x	-8.8%	0.9%	5.5%	-22.6%	-1.5%	14.9	Cc1ccc(C(=O)N/N=C/c2nc3ccccc3n2C)cc1
36	-0.1%	34.1%[activator]	-7.4%	11.3%	1.3%	-12.3%	23.1%	68.8%[activator]	-3.2	COc1ccc(CCNS(=O)(=O)c2c(C)[nH]c(C)c2C(=O)N2CCCCC2)cc1OC

Look-ups from the entries so far.
no. 27 in RXFP1 antagonist reads 0.4
no. 33 in POLK inh reads -10.5%
no. 37 in PGK inhibitor reads -5.8%

Only part of the results is shown; count on the stated rates, not on these rows.
